# Bioassay records deposited in PubChem by several laboratories.
# PLK1 PBD inh: inhibitors of human Plk1 polo box domain binding; Plk1 PBD phosphopeptide binding, fluorescence polarization; inhibition, %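 (tested at about 20 µM)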; 0.13% of 97,000 active; in the data active = inhibition above about 34%, passing the limit was not always enough
# PLAP activator: activates human placental alkaline phosphatase. P05187. purified PLAP enzyme, luminescent substrate read-out; stronger effect = higher value. activation fold at 20 µM. 1.2% of 96,000 active. AID 696; in the data active = activation fold above about 2
# Target sequence (P05187 whole entry, looked up): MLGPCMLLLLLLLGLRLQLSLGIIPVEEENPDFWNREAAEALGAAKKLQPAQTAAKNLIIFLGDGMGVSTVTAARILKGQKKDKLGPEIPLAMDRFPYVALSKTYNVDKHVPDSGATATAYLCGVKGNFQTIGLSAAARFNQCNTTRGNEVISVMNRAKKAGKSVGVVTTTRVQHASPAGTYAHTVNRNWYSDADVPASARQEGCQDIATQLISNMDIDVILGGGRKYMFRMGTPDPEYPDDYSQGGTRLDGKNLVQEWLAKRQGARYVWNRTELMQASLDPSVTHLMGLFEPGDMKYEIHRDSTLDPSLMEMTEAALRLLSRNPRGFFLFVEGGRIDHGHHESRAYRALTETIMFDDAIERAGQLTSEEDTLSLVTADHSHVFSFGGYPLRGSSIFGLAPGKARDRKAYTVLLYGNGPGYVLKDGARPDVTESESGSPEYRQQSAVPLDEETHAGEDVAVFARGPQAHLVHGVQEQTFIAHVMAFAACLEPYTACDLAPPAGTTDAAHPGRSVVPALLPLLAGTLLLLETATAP
# S1P2 ag: S1P2 (human) receptor agonism. S1P2-expressing cell line, agonist reporter read-out. activation, % at 4.5 µM. 0.46% of 97,000 active; in the data active = activation above about 16%;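 note: 0% = vehicle low control and 100% = maximal reference agonist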
# Target sequence (O95136 whole entry, looked up): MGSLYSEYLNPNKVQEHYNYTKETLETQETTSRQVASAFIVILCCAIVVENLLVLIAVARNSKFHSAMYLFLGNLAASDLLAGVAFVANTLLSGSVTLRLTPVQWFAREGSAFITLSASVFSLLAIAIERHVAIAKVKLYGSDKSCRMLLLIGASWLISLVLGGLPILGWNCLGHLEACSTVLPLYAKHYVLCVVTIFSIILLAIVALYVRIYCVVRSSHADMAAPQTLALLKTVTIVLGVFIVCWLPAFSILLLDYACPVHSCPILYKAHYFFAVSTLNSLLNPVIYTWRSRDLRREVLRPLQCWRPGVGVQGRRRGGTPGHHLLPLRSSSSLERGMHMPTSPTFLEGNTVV
# PLK1 kinase inh: PLK1 (human) kinase inhibition | recombinant PLK1 kinase, TR-FRET peptide phosphorylation | inhibition, % at 10 µM | 0.53% of 97,000 active | P53350;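 active = inhibition of 50% or more in the single-concentration screen; inactive = inhibition below 50%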;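 note: 0% = DMSO max control and 100% = H-89 dihydrochloride min control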
# HIV Rev-RRE inh: inhibitors of HIV-1 Rev-RRE RNA interaction; 0.79% of 97,000 active; AID 704; Rev peptide-RRE RNA binding, FRET; inhibition, % at 8 µM;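 active = inhibition above the screen-wide mean plus 3 SD, cut at about 35% in these data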;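 note: 0% = median DMSO wells and 100% = median Neomycin B control wells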
# Target sequence (P05866 whole entry, looked up): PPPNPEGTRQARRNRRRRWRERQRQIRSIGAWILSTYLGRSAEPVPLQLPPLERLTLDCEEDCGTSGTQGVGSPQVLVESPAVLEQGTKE
#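 Probe or stimulus: fluorescein-Rev peptide as binding partner; assay system: Cy5-tagged RRE RNA duplex with fluorescein-tagged Rev peptide; timing: 5 min compound–RNA preincubation, then 15 min with peptide, 25 °C; medium: HEPES pH 7.5 buffer with KCl, MgCl2, NaCl and EDTA; signal: fluorescein-to-Cy5 FRET, 480 nm excitation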
# MT1-MMP txn act: activates MT1-MMP transcription; activation factor at 10 µM; HT1080 MT1-MMP promoter luciferase reporter, luminescence, overnight; stronger effect = higher value; 0.16% of 86,000 active;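 active = activation factor of at least 2 for MT1-MMP transcription at 10 µM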
# EphB4 antag: blocks human EphB4 binding to ephrin-B2 | 0.15% of 97,000 active | AID 720 | EphB4 LBD / TNYL-RAW-Alexa532 peptide, fluorescence polarization | inhibition, % at 7 µM;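 active = inhibition above the screen-wide mean inhibition plus 3 SD, cut at about 15% in these data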;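 note: 0% = DMSO wells and 100% = excess unlabeled TNYL-RAW peptide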
# S1P2 antag: antagonists of human S1P2 receptor | O95136 | cell-based S1P2 antagonist assay, inhibition at 5 uM | inhibition, % at 5 µM | 0.21% of 97,000 active | AID 736; in the data active = inhibition above about 45%;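 note: CRE beta-lactamase reporter cells expressing human S1P2 stimulated with S1P; 0% = agonist at EC80 alone and 100% = agonist plus reference antagonist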
# FAK inh: FAK (human) kinase inhibition. Q05397. biochemical FAK kinase activity assay. inhibition, %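 (tested at 7 µM)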. 0.84% of 97,000 active. AID 727; in the data active = inhibition above about 19%;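 note: 0% = DMSO and 100% = reference compound high control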
# Active calls of the source: *; / = not tested or not shown; [ ] = remark or other dose.
SMILES,PLK1 PBD inh,PLAP activator,S1P2 ag,PLK1 kinase inh,HIV Rev-RRE inh,MT1-MMP txn act,EphB4 antag,S1P2 antag,FAK inh
Cc1ccc(NC(=O)CCn2c(=O)oc3ccccc32)c(C)c1,11,1,-2,-3,1,1.4,-2,19,3
O=C(CSCc1cccc(CSCC(=O)Nc2ccccc2)n1)Nc1ccccc1,31,0.6,-3,-10,2,1.1,-3,-2,2
COC(=O)C(NC(=O)c1ccccc1Cl)(Nc1ncc(S(=O)(=O)c2ccc([N+](=O)[O-])cc2)s1)C(F)(F)F (stereo unspecified),6,1.4,-4,-4,6,/,-5,-3,1
COc1cc(NC(=S)Nc2ccc(S(=O)(=O)N3CCOCC3)cc2)cc(OC)c1OC,0,0.8,-4,-13,-2,/,-3,19,1
CN(C)c1cccc(C(=O)Nc2ccc3nc4n(c(=O)c3c2)CCCCC4)c1,-13,1.3,11,-5,1,/,-4,-17,3
O=C(Nc1nc(-c2ccccc2)cs1)c1cccs1,-1,1,-9,6,-3,1.8,-12,10,2
CC(C(=O)O)N1C(=O)/C(=C/C=C/c2ccco2)SC1=S (stereo unspecified),-13,1,-5,-12,-167,/,7,-2,100*
CCc1cc(C=NC2CCCCC2)c(O)s1,0,0.9,-3,-19,-4,1.6,-2,-6,-3
CCCOc1ccc(C2C(=O)N(C3CCCCC3)CC(=O)N2CCC)cc1OC (stereo unspecified),-15,1.3,-3,-10,6,1.1,-5,-2,-3
CCCCCCC1CC(CCC(=O)Nc2ccc([N+](=O)[O-])cc2)C(=O)O1 (stereo unspecified),-3,0.7,-6,-2,4,/,-1,3,-2
COc1ccc(C(=O)NN)cc1COc1ccc(Br)cc1,-13,1.1,-9,-20,4,/,3,6,3
CC(=O)Nc1ccc2nc(-c3ccccn3)[nH]c2c1,5,/,0,-6,5,1.3,4,8,-2
CCOC(=O)c1ccc(NC(=S)NCC(O)c2ccccc2)cc1 (stereo unspecified),-16,1,-2,-2,-5,/,17*,-9,-7
N/C(=N\OC(=O)c1ccc(Cl)c(Cl)c1)c1cccnc1,-15,1,3,-18,3,/,-1,-14,1
Cc1cccc(NC(=O)CN2C(=O)NC(C)(c3ccc4c(c3)OCO4)C2=O)c1 (stereo unspecified),10,0.7,-4,-6,0,/,-3,-15,-1
CCOC(=O)C1CCN(C(=O)CS(=O)Cc2nc(-c3ccc(C)cc3)oc2C)CC1 (stereo unspecified),-18,1.7,-6,-8,6,1,-4,10,-2
CNC(=O)CN(c1ccc(OC)cc1)S(=O)(=O)c1ccc(F)cc1,-8,/,-4,-16,7,1,1,-8,0
O=C(C1CCC(CNS(=O)(=O)c2cccc3cccnc23)CC1)N1CCCC1 (stereo unspecified),1,1.2,-5,-11,0,1,1,14,-3
CC1(C)CC(=O)C2=C(C1)NC(Nc1nc3ccccc3o1)=NC21CCCCC1,-20,0.8,-5,-8,10,1,2,10,-9
CCOc1cc(S(=O)(=O)N(Cc2ccccc2)Cc2ccccc2)c(OCC)cc1-n1cnnn1,8,1,2,-2,3,1.3,5,15,-1
CCOC(=O)c1c(NC(C)=O)sc2c(OC(C)=O)cccc12,6,0.9,-5,-6,2,0.9,8,-18,-1
O=C(Nc1ccc2c(c1)OCO2)c1ccccc1SCC(=O)N1CCCC1,-15,1,-3,-8,5,1,5,17,-1
CCOc1ccc(-c2nc(-c3ccccc3)no2)cc1OCC,-2,0.8,-2,27,12,1.5,2,7,4
COc1ccc(N2CCN(c3oc(COc4ccc(Cl)cc4Cl)nc3C#N)CC2)cc1,-27,1.1,-2,0,0,1.2,4,-12,2
COc1cc(NS(C)(=O)=O)c(OC)cc1NC(=O)c1ccccc1,24,0.9,-8,-11,3,1.4,4,-22,-1
Cc1cccc(-c2cc3nc(C)cc(NCCCn4ccnc4)n3n2)c1,-12,1.9,-4,-7,3,1.1,2,-25,0
Cc1ccc2c(c1)C(c1ccncc1)=NNC(c1ccc(C(C)C)cc1)=N2,20,1,-4,19,13,/,-2,16,3
CCOC(=O)c1[nH]c(C)c(C(=O)OCC(=O)NC(=O)NC(C)(C)C)c1C,-2,1,-5,-13,2,1.1,-4,-15,-5
C=CCNc1nc2c(c(=O)n(C)c(=O)n2C)n1Cc1ccc(F)cc1,-5,1,-4,-8,4,0.9,0,34,0
COc1ccc(CC(C(=O)Nc2cc(C)ccc2C)/C(N)=N/O)cc1 (stereo unspecified),-26,1.2,-5,-14,3,1.1,2,6,1
COc1cccc(NC(=O)C2CCCCC2)c1,-9,/,-5,-14,4,1.5,3,3,-1
O=C(CSCc1ccccn1)Nc1ccccc1,-15,0.8,-3,-8,4,1.1,0,-21,2
CCOC(=O)c1cc2occc2n1CC(=O)NC1CCCCC1C (stereo unspecified),-10,/,-4,-8,2,1.3,8,-4,-1
COc1ccc(/C=N/c2oc(-c3ccccc3)cc2C#N)cc1,4,0.9,-6,-7,16,/,4,13,3
Cc1cccc(NC(=O)c2cccc(NS(=O)(=O)c3ccc(Cl)cc3)c2)c1,-26,1.4,-5,-10,11,/,1,-15,0
CC(C)c1cc(Br)ccc1OCCCN1C(=O)NC(C)(C)C1=O,3,1.6,0,-10,16,1,1,-9,3
COc1ccc(-c2nnc(SCC(=O)Nc3ccccc3)n2C)cc1,-7,0.9,-3,-1,-1,1.1,-3,-3,0
O=C(O)c1cc(S(=O)(=O)NCc2ccco2)c(Cl)cc1Cl,14,1,-4,-10,10,1,2,6,0
Cc1cc(NS(=O)(=O)c2cccs2)no1,-8,0.8,-6,-16,8,1,-9,-11,2
CC(C)CCNC(=S)NC1CCCC1,-6,1.1,-3,-11,-2,/,-6,11,1
COC(=O)CSc1nnc(CNc2ccc(F)cc2)o1,-12,0.9,-5,-1,3,1.1,2,19,0
Cc1ccc(NC(=O)c2cccc(OCc3c(C)noc3C)c2)c(C)c1,-23,1.5,-6,-13,5,1,3,-4,-4
COc1ccc(CN2C3CCCC2CC(NC(=O)Nc2ccccc2)C3)cc1 (stereo unspecified),9,/,-3,-10,-1,1.1,2,5,0
COc1ccccc1C1C(C(C)=O)=C(C)N=c2s/c(=C\c3cc(OC)c(OC)c(OC)c3)c(=O)n21 (stereo unspecified),-18,/,17*,-1,-1,1.1,-5,-39,-6
CC(=O)c1c(C)cc(C)c(CSc2nnc(-c3ccco3)o2)c1C,-23,0.8,-5,-4,10,1,2,0,0
O=C1c2cccc3c(N4CCCCC4)ccc(c23)C(=O)N1c1ccccn1,-134,0.9,-8,-29,126*[fluorescence artefact?],1.2,6,39,5
CCCC(O)(CCN1CCCCC1)c1ccc(OCC)cc1 (stereo unspecified),-34,1.2,-1,-14,-1,/,1,-5,4
c1ccc(Cc2nn3c(COc4ccccc4)nnc3s2)cc1,24,1.1,-5,-7,6,1.2,2,-20,-1
COc1ccccc1N=c1oc2c(OC)cccc2cc1C(=O)NCc1ccco1,15,1,-7,2,-1,1.3,-6,-2,-1
CCOC(=O)c1ccc(NCc2ccncc2)cc1,-22,/,-1,-10,1,1.2,-1,-7,7
Cc1nnc(SCC(=O)Nc2ccc3c(c2)OCCO3)s1,-11,/,-7,-7,12,1.2,3,9,1
CCCCOc1ccc(C(=O)NC)cc1,15,0.8,-4,-6,2,1.2,0,-6,1
COc1ccc(Cl)cc1Nc1nc(-c2sc(NC(=O)c3ccco3)nc2C)cs1,1,1.4,-6,-8,1,/,-6,0,0
Cc1ccc(-c2nnc(N3CCN(c4ccccn4)CC3)c3ccccc23)cc1,-20,0.9,3,-2,6,0.9,-21,-13,1
Cc1cccc(/C(N)=N/OC(=O)CCCN2C(=O)c3ccccc3C2=O)c1,-16,1,-4,4,2,/,-7,-19,-3
COc1ccc(NC(=O)O/N=C2/CCCc3ccc(OC)cc32)cc1,15,0.7,-8,-11,12,/,-1,-9,3
COc1ccc(-n2c3c(cc(C(=O)N4CCCCC4)c2=O)C(=O)CC(C)(C)C3)cc1,-15,1.3,1,-10,-5,1,7,-6,1
CCOn1c(=O)c(-c2ccc(OC)cc2)[n+]([O-])c2ccccc21,-5,1.2,-4,-12,10,1.2,5,12,3
N#Cc1c(-c2ccco2)cc(C2CC2)nc1SCC(=O)c1ccccc1,-29,1,-9,-9,5,1.1,-1,-3,2
COc1cc(S(=O)(=O)N(Cc2cccs2)CC2CCCO2)ccc1-n1cnnn1 (stereo unspecified),-7,1.5,0,-7,12,1.1,-9,-15,-4

# Compound profiles, as listed above. Order of values: PLK1 PBD inh, PLAP activator, S1P2 ag, PLK1 kinase inh, HIV Rev-RRE inh, MT1-MMP txn act, EphB4 antag, S1P2 antag, FAK inh
# CCOn1c(=O)c(-c2ccc(OC)cc2)[n+]([O-])c2ccccc21 in the list: -5, 1.2, -4, -12, 10, 1.2, 5, 12, 3
# c1ccc(Cc2nn3c(COc4ccccc4)nnc3s2)cc1 in the list: 24, 1.1, -5, -7, 6, 1.2, 2, -20, -1
# COc1ccc(NC(=O)O/N=C2/CCCc3ccc(OC)cc32)cc1 in the list: 15, 0.7, -8, -11, 12, /, -1, -9, 3
# Cc1ccc(-c2nnc(N3CCN(c4ccccn4)CC3)c3ccccc23)cc1 in the list: -20, 0.9, 3, -2, 6, 0.9, -21, -13, 1
# N#Cc1c(-c2ccco2)cc(C2CC2)nc1SCC(=O)c1ccccc1 in the list: -29, 1, -9, -9, 5, 1.1, -1, -3, 2

# Remaining list, next part.
SMILES,PLK1 PBD inh,PLAP activator,S1P2 ag,PLK1 kinase inh,HIV Rev-RRE inh,MT1-MMP txn act,EphB4 antag,S1P2 antag,FAK inh
O=C(OCC(=O)N1CCOCC1)c1ccccc1SCC(=O)N1CCCC1,-10,0.9,-4,-8,2,1.1,-6,13,0
CN(C)c1nc(C#N)nc(N2CCOCC2)n1,9,1.1,1,-7,4,1,0,-18,1
C=CCn1cnc2c(NCc3ccccc3)ncnc21,-26,0.9,0,-10,1,1.6,-4,-16,-1
COc1ccc(NC(=O)CC2C(=O)N(c3cccc(C)c3)C(=O)N2C2CCCCC2)cc1 (stereo unspecified),0,1.7,-6,-5,6,1.1,-3,3,0
CCSc1nc(N)c2c(C)c(C)sc2n1,-4,/,-3,-14,1,1.2,-5,-32,2
CSC1=N/C(=C\c2ccc3c(c2)OCO3)C(=O)S1,-9,1,-3,-4,8,1.1,5,16,3
CCCNC(=O)NCCc1c(C)[nH]c2ccccc12,4,0.9,-5,-32,1,0.9,-3,-13,0
COc1ccc(OC)c(C(=O)CSc2nnc(Cc3cccs3)n2CCc2ccccc2)c1,11,1.4,-6,-6,5,1.2,5,5,3
CN(C(=O)c1ccno1)c1nnc(-c2ccccn2)s1,-6,/,-8,1,3,1.3,3,-8,0
C=CCn1c(=O)c(C(=O)Nc2cccnc2)c(O)c2ccccc21,-3,/,-3,-12,1,1.2,-1,8,23*
O=S(=O)(CCOc1ccccc1)c1nc2ccccc2[nH]1,0,0.9,-6,-15,2,1.4,-5,-2,2
CCOC(=O)CSc1nc2c(sc(=S)n2-c2ccccc2OC)c(=O)n1Cc1ccco1,-11,1.4,-3,-10,5,1.2,-1,-20,-1
COc1cc(C)c(S(=O)(=O)N2CCOCC2)cc1C(C)C,4,0.9,-1,-6,2,1.2,-10,-38,1
Cc1ccccc1-n1c(=O)cc(N2CCN(C(=O)c3ccco3)CC2)[nH]c1=O,-3,/,-1,-7,6,1.1,1,12,0
O=C(OCC(=O)c1ccc([N+](=O)[O-])cc1)/C(=C\c1ccc(Cl)cc1)NC(=O)c1ccccc1,-8,/,-7,-11,7,/,1,6,-1
CCOC(=O)CC(=O)c1cc(OC)c(OC)c(OC)c1,-11,0.8,-2,-5,-3,0.9,-7,-11,-6
COc1ccccc1C(=O)Nc1ccc2oc(-c3ccc(F)cc3)nc2c1,-12,0.9,-6,14,-5,1.6,-9,-1,3
COc1ccc(NC(=O)c2ccc(Br)o2)c([N+](=O)[O-])c1,-2,1,-6,-11,7,/,0,7,9
